Screening results as filed in PubChem BioAssay.
USP1-UAF1 inh – blocks the human USP1/UAF1 deubiquitinase complex | O94782 | recombinant USP1/UAF1, Ub-Rhodamine cleavage fluorescence | Potency, µM (top dose mostly 57.1 µM), for the others: at the highest dose activity change, negative = inhibition, hits mostly inhibitors | hit rate 0.23% among 390,000; also: potency is read from the fitted curve at half-maximal effect; % is scaled to controls: 0 for no effect and ±100 for the full control effect; nearly all actives have a fitted effect of over 60% in size; inactives centre near -12
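USP1/UAF1 complex at 1 nM was preincubated with compound for 15 min at room temperature, then Ub-Rho substrate (150nM final) was added. Fluorescence (480/540 nm) was read kinetically, 6 reads every 60 seconds.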
IDH1 R132H inh – blocks human mutant IDH1 R132H enzyme; AID 602179; hit rate 0.093% among 390,000; O75874; Potency, µM (doses to about 76.6 µM), for the others: at the highest dose activity change, negative = inhibition, hits mostly inhibitors; IDH1-R132H enzyme, NADPH consumption, diaphorase/resazurin fluorescence; also: potency is read from the fitted curve at half-maximal effect; % is scaled to controls: 0 for no effect and ±100 for the full control effect; nearly all actives have a fitted effect of over 65% in size
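IDH1-R132H (0.5 ug/mL) preincubated 30 min with compound, then NADPH (0.016 mM) and alpha-KG (2 mM) added; 80 min at RT, pH 7.5. Remaining NADPH coupled via diaphorase/resazurin to fluorescence (540/590 nm); concentration-response curves normalized to no-enzyme control.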
TRHR enhancer – allosterically enhances the human TRH receptor; P34981; TRHR cells, fluo-8 calcium fluorescence, EC20 TRH enhancement; enhancement, % at 2 µM; hit rate 0.66% among 360,000; AID 493056; in the data active = enhancement above about 30%; also: 0% is about no effect
Target sequence (P34981 whole entry, looked up): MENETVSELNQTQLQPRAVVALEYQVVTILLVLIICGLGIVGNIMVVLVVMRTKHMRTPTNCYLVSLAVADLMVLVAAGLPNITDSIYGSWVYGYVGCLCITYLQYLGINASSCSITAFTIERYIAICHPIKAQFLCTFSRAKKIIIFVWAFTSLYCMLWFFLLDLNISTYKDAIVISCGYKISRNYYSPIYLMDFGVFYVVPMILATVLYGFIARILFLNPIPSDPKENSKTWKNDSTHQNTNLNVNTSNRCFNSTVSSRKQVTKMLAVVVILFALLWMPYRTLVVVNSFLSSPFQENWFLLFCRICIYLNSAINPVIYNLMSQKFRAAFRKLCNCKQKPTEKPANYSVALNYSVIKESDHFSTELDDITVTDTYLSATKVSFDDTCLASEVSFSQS
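Enhancer read-out: after compound pinning and an initial kinetic agonist-mode read, an EC20 of TRH (10 nM final) was injected and fluo-8 calcium signal (Ex 480/Em 530) followed at 1 s/cycle for 100 cycles in TRHR-expressing cells.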
TrxR1 substrate – substrates of rat thioredoxin reductase 1; purified TrxR1 substrate turnover, NADPH consumption readout; Potency, µM (titrated, usually from 114 µM), without a hit: top-dose activity change, negative = substrate turnover; hit rate 0.01% among 390,000; also: potency is read from the fitted curve at half-maximal effect; % is scaled to controls: 0 for no effect and ±100 for the full control effect; nearly all actives have a fitted effect of over 50% in size
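Rat TrxR1, dispensed at 90 nM, was prereduced with 400 uM NADPH (final) for 5 min at ~22 deg C, then incubated with compound 15 min before 400 uM selenite. A first-read NADPH fluorescence drop versus no-compound background flagged substrates.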
TrxR1 inh – blocks rat thioredoxin reductase 1; O89049; recombinant rTrxR1, NADPH fluorescence consumption, selenite substrate; Potency, µM (titrated, usually from 114 µM), inactives show top-dose activity change, negative = inhibition, hits mostly inhibitors; hit rate 1% among 390,000; AID 588453; also: potency is read from the fitted curve at half-maximal effect; % is scaled to controls: 0 for no effect and ±100 for the full control effect; nearly all actives have a fitted effect of over 65% in size
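Rat TrxR1 (90 nM in the dispensed reagent) was pre-reduced with 400 uM NADPH for 5 min at room temperature, then incubated with compound for 15 min. After 400 uM selenite was added, NADPH fluorescence (Ex 340/Em 450 nm) was followed for 8 min.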
D2 antag – antagonists of human D2 dopamine receptor. HEK293 TREx D2 cells, calcium flux, dopamine EC80. hit rate 2% among 340,000. inhibition, % at 10 µM; in the data active = inhibition above about 30%; also: 0% is about no effect
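Antagonism is scored as inhibition of an EC80 dopamine-evoked calcium signal in a force-coupled, tetracycline-inducible HEK293 T-REx D2 line, with compound present 180 s before agonist.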
PI4K2A inh – blocks human PI4K2A kinase activity; AID 1346378; hit rate 0.13% among 420,000; purified PI4K2A, ADP-Glo luminescence, 1 h; active compounds read low; activity change, negative = inhibition, % at 76.9 µM; Q9BTU6; in the data active = activity change below about -50%; inconclusive = mostly about -30% to -49%;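 also: -100% = wells without enzyme as full effect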
Target sequence (Q9BTU6 whole entry, looked up): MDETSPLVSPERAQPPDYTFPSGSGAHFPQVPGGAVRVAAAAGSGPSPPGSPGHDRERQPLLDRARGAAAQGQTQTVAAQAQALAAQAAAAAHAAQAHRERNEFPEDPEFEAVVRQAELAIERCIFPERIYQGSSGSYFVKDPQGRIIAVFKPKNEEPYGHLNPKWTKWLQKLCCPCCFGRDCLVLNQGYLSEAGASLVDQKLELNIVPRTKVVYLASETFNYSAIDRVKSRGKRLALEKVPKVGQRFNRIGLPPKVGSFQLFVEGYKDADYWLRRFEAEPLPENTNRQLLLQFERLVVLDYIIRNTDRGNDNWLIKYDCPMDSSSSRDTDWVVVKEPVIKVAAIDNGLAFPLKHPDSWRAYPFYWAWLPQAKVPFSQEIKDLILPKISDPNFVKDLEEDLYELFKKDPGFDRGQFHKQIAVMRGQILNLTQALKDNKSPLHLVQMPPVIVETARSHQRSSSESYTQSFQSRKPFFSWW
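Compounds are screened against recombinant PI4K2A using PI as substrate and ATP, the latter dispensed at 300 microM. Reactions run one hour at ambient temperature before ADP-Glo detection; full inhibition defined by wells lacking enzyme.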
TRHR ag – TRH receptor (human) agonism; hit rate 0.18% among 360,000; TRHR cells, calcium flux fluo-8, FDSS agonist mode; P34981; AID 493084; activation, % at 2 µM; in the data active = activation above about 30%; also: 0% is about no effect
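Read-out: compound-evoked intracellular calcium rise in TRHR cells, fluo-8 dye, kinetic FDSS fluorescence at 1 s/cycle following a 10-cycle baseline. Cells cultured overnight before dye loading (30 min–1.5 h, RT).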
D2 ag – D2 dopamine receptor (human) agonism. HEK293 T-REx D2 cells, calcium flux agonist mode. activation, % at 2 µM. hit rate 0.53% among 340,000;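 active = activation over 3 SD above normal in the single-dose calcium agonist read, cut at about 30% in these data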; also: 0% is about no effect
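Agonism is scored from calcium flux in a force-coupled, inducible HEK293 cell line expressing D2, read kinetically for 180 s after compound addition against dopamine controls.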
An asterisk follows results filed as active; ? = inconclusive; nt = no result given; [ ] = dose if it differs, or a comment. Unless noted, calls follow the shape of the dose curve; as a rule, active = well fitted inhibition curve with a large enough effect; inconclusive = small, poorly fitted or top-dose-only effect; inactive = no such curve, though single readings can be large or run the other way.

SMILES,USP1-UAF1 inh,IDH1 R132H inh,TRHR enhancer,TrxR1 substrate,TrxR1 inh,D2 antag,PI4K2A inh,TRHR ag,D2 ag
CC(C)Oc1ccc(S(=O)(=O)N2CCCCC2)cc1NC(=O)CN1C(=O)NC(C)(c2ccccc2)C1=O (stereo not given),-21%,6%,2,6%,44%[activator],-7,-2,0.1,0.1
CN1CCN(C(=O)c2ccc3nc(-c4ccccc4)c(-c4ccccc4)nc3c2)CC1,-13%,1%,-1,79%,-24%,-3,0,1.5,3.2
Cc1ccc(CN2CCN(Cc3cccc(OCCO)c3)CC2CCO)o1 (stereo not given),5%,2%,3,3%[57.1 µM],6%[57.1 µM],12,-2,0.5,-0.3
CCOC(=O)C1CCN(C(=O)C2CC(=O)N(c3ccc(C)cc3)C2)CC1 (stereo not given),-23%,1%,-3,9%,16%,-7,-1,-0.4,-0.1
C=CCNC(=O)C1CC2Cn3c(nc4ccccc43)C2N1C (stereo not given),?,9%,12,7%,?,12,-3,0.9,0.5
Cc1ccc2nc(SCC(=O)Nc3cccc4ccccc34)nc(=O)n2c1,1%,4%,0,-12%,-14%,-17,1,-0.1,0.0
CCOc1ccc2nc(SC(C)C(N)=O)[nH]c2c1 (stereo not given),-12%,9%,2,-1%,3%,-10,1,-0.1,0.6
C=CCn1c(=NC(=O)c2cccc(N3C(=O)CCC3=O)c2)sc2cccc(OC)c21,?,14%,7,186%[activator],118%[activator],-5,2,-0.2,-0.6
CCN1C(=O)C2C(C1=O)N1C(c3ccccc3)C3C(=O)N(CC)C(=O)C3N1C2c1ccccc1 (stereo not given),-4%,-3%,6,1%,8%,-17,7,-0.1,0.1
CCOc1ccc(CCNC(=O)CCS(=O)(=O)c2ccc(Cl)cc2)cc1OCC,-15%,4%,5,-10%,-2%,-1,0,-0.2,1.0
Cc1ccc(-c2nn(C)c(=O)c3ccccc23)cc1S(=O)(=O)N1CCCC1,-23%,10%,-5,-6%,1%,-2,3,-0.2,-0.6
Cn1c2ccccc2c2ncn(CCN3CCOCC3)c(=O)c21,-6%,0%,3,10%,5%,0,5,1.0,0.1
CC12CCC(=O)N1C(C(=O)N1CCN(S(=O)(=O)c3cccc(Cl)c3)CC1)CS2 (stereo not given),-22%,-10%,-7,5%,18%,0,-1,0.0,0.3
O=C(COC(=O)c1ccccc1NC(=O)c1ccco1)NCCC1=CCCCC1,-16%,8%,-13,35%[activator],-8%,8,8,0.2,0.5
CC1CCN(S(=O)(=O)c2ccc(S(=O)(=O)N3CCCC3)cc2)CC1,-22%,-4%,12,6%[57.1 µM],15%[57.1 µM],-27,1,-0.9,-0.5
C(=N\c1nc2ccccc2n1CCN1CCCCC1)/c1cccs1,-6%,5%,0,-6%,-3%,-5,11,0.1,-0.8
O=C(Nc1ccccc1)C1CCN(c2nccs2)CC1,-15%,0%,1,4%,11%,-3,2,-0.3,-0.1
CC(=O)c1cccc(OCC(O)CNCC2CCCCC2)c1 (stereo not given),-14%,12%,-3,10%[57.1 µM],-4%[57.1 µM],-14,-4,0.3,-0.3
O=C(O)c1ccc(CN(c2ccccc2)S(=O)(=O)c2ccccc2)cc1,-8%,-3%,-1,-3%,12%,9,-3,0.7,0.0
O=C(NCc1ccco1)c1ccc2c(c1)OCCO2,-18%,-4%,-7,?,11%,-5,-1,0.3,-2.1
CC(C)CCOc1ccc(C(=O)NCC(c2cccs2)N2CCOCC2)cc1 (stereo not given),-6%,4%,12,3%,7%,-5,0,0.0,-0.2
CCN(CC)S(=O)(=O)c1cc(C(=O)NC2CCCCC2)ccc1C,-11%,5%,13,3%,4%,-3,1,-0.6,-0.4
COc1ccccc1OCCOc1ccccc1/C=N/n1cnnc1,-8%,0%,3,-7%,-8%,17,17,-0.5,-0.4
Cc1ccc(NC(=O)CCc2nnc3ccc(N4CCC5(CC4)OCCO5)nn23)cc1F,-7%,6%,-6,1%,4%,0,4,0.1,0.1
O=C1c2cccnc2C(Nc2cccc(F)c2)N1Cc1ccco1 (stereo not given),-6%,-4%,11,2%,-6%,-5,-3,-0.1,2.4
CN(CCCNC(=O)C1CCC(=O)N1Cc1ccccc1Cl)c1ccccc1 (stereo not given),7%,4%,-13,4%,20%,10,0,-0.2,-0.3
CN1C(=O)NC2(O)C(=O)c3ccccc3C12O (stereo not given),0%,-3%,18,13%[57.1 µM],-12%,2,-6,0.0,1.1
Cc1cccc(-c2noc(CCC(=O)NC3CCCC3)n2)c1,-20%,1%,-5,3%,11%,-5,1,0.2,0.1
C[C@H]1CN(S(=O)C(C)(C)C)[C@@H](CCO)/C1=C\CCO (stereo not given in full),-12%,-6%,nt,1%,-18%,nt,2,nt,nt
Cc1cccc(N(C)S(=O)(=O)c2c[nH]c3ccc([N+](=O)[O-])cc23)c1,-21%,13%,-1,5%,20%,-11,-6,0.9,0.9
COc1cc(OC)cc(-c2nnc(NC(=O)c3ccc4c(c3)OCCO4)o2)c1,-17%,4%,-2,6%,15%,-3,-4,-1.9,0.3
CSc1nnc2c(=O)[nH]c(=O)n(C)c2n1,-5%,-3%,nt,-14%,-7%,nt,7,nt,nt
COc1cc(/C=N/NC(=O)c2cn(-c3cccc(C)n3)cn2)ccc1O,-7%,-10%,4,-15%,-20%,-1,0,-0.2,0.2
Cc1cccc(N2CCN(C(=O)CCn3c(=O)[nH]c4ccccc4c3=O)CC2)c1C,-10%,1%,2,-3%[57.1 µM],-6%[57.1 µM],16,3,-0.9,-1.7
Cc1ccc(C)c(S(=O)(=O)c2c(C)cc(C)nc2Cl)c1,-23%,5%,-10,-6%,-4%,-14,-1,-0.1,0.1
CCN(C(=O)CSc1nc(-c2ccccc2)no1)c1ccccc1,-24%,3%,-8,-7%[57.1 µM],2%[57.1 µM],nt,-7,0.6,nt
O=C(COc1ccccc1)NNC1=NS(=O)(=O)c2ccccc21,-15%,-1%,-1,-15%,23%[57.1 µM],0,-2,1.2,2.4
COc1cccc(N2CCN(C(=O)CCCCCn3c(=S)[nH]c4cc5c(cc4c3=O)OCO5)CC2)c1,?,4%,0,7%[57.1 µM],23%[57.1 µM],0,-7,-0.5,-1.9
CCOc1ccc(CNC(=O)C2CCN(C3=NS(=O)(=O)C(c4ccc(C)cc4)=C3CC)CC2)cc1,-12%,22%,3,-5%,14%,nt,2,0.7,-0.2
CCCn1c(C)cc(C(=O)Cn2nnc3ccccc3c2=O)c1C,-2%,7%,-2,-10%,10%[57.1 µM],10,-5,-0.1,1.0
COc1ccc(S(=O)(=O)/N=C2\C=C(Nc3ccc(O)cc3)C(=O)c3ccccc32)cc1,7.1µM*,8%,1,-7%,-15%,7,?,-1.8,-1.9
COc1ccc(C(=O)NCC(=O)OCC(=O)Nc2ncc(Cl)cc2Cl)cc1[N+](=O)[O-],-15%,-3%,4,0%,-6%,-30,-4,-0.4,-0.2
CCCCCOC(=O)C1=C(C)NC(=O)NC1c1ccccc1OCC (stereo not given),-19%,9%,0,8%[57.1 µM],4%,12,6,-0.1,-0.7
O=C(CN(C(=O)c1csnn1)c1cccc2c1CCCC2)NCc1ccccc1,-7%,-1%,-1,11%[0.0914 µM],7%[57.1 µM],-9,-1,0.0,0.4
O=C(Nc1ccc(Cl)cc1N1CCOCC1)C1CCCO1 (stereo not given),-22%,-12%,-3,7%,18%,14,2,0.1,1.0
Cc1c(C(=O)Nc2cccc(Cl)c2)c2ccccn2c1CCc1ccncc1,-24%,-1%,-1,52%[activator][57.1 µM],17%[57.1 µM],nt,1,-1.4,nt
CC(=O)c1cccc(NC(=O)C(C)OC(=O)CCc2nc3ccccc3c(=O)[nH]2)c1 (stereo not given),?,12%,nt,-4%[57.1 µM],9%[57.1 µM],nt,1,nt,nt

Part of the list above in order of heavy-atom count, low to high.
SMILES,USP1-UAF1 inh,IDH1 R132H inh,TRHR enhancer,TrxR1 substrate,TrxR1 inh,D2 antag,PI4K2A inh,TRHR ag,D2 ag
CCOc1ccc2nc(SC(C)C(N)=O)[nH]c2c1 (stereo not given),-12%,9%,2,-1%,3%,-10,1,-0.1,0.6
Cc1ccc(C)c(S(=O)(=O)c2c(C)cc(C)nc2Cl)c1,-23%,5%,-10,-6%,-4%,-14,-1,-0.1,0.1
O=C(Nc1ccc(Cl)cc1N1CCOCC1)C1CCCO1 (stereo not given),-22%,-12%,-3,7%,18%,14,2,0.1,1.0
Cc1cccc(-c2noc(CCC(=O)NC3CCCC3)n2)c1,-20%,1%,-5,3%,11%,-5,1,0.2,0.1
CCN(CC)S(=O)(=O)c1cc(C(=O)NC2CCCCC2)ccc1C,-11%,5%,13,3%,4%,-3,1,-0.6,-0.4
Cc1c(C(=O)Nc2cccc(Cl)c2)c2ccccn2c1CCc1ccncc1,-24%,-1%,-1,52%[activator][57.1 µM],17%[57.1 µM],nt,1,-1.4,nt
O=C(COC(=O)c1ccccc1NC(=O)c1ccco1)NCCC1=CCCCC1,-16%,8%,-13,35%[activator],-8%,8,8,0.2,0.5
COc1ccc(C(=O)NCC(=O)OCC(=O)Nc2ncc(Cl)cc2Cl)cc1[N+](=O)[O-],-15%,-3%,4,0%,-6%,-30,-4,-0.4,-0.2
COc1ccc(S(=O)(=O)/N=C2\C=C(Nc3ccc(O)cc3)C(=O)c3ccccc32)cc1,7.1µM*,8%,1,-7%,-15%,7,?,-1.8,-1.9
